# Compound activity as filed in PubChem BioAssay.
# Giardia FBPA inh: Giardia lamblia aldolase inhibition. purified Giardia FBPA. Potency, µM (titrated, usually from 59.6 µM), inactives show at the highest dose activity, negative = inhibition, most hits filed as inhibitors. actives 0.71% (n = 290,000). AID 2451. A8B2U2; further: potency means the concentration at half of the fitted maximal effect; on the % scale 0 is the no-effect control and ±100 the full control effect; nearly all actives have a fitted effect of over 55% in size
# Target sequence (A8B2U2 whole entry, looked up): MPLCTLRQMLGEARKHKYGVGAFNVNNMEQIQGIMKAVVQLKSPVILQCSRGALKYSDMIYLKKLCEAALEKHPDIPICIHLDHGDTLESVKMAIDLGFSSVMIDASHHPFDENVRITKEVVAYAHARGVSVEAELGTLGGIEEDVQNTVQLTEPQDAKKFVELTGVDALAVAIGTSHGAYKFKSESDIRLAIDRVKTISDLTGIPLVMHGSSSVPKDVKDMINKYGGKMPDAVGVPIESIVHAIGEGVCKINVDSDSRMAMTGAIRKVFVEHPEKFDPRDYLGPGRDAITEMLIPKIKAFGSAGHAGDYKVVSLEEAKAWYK
#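 Giardia FBPA (40 nM reagent) was preincubated 10 min at RT with compound (up to 57.5 uM final), then substrate plus GAPDH/TPI/NAD/arsenate coupling system with diaphorase/resazurin was added; resorufin fluorescence (525/598 nm) was read after 20 min.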
# CHX counter: counter-screen for Shiga toxin inhibitors: cycloheximide protein synthesis inhibition | cell reporter, cycloheximide protein synthesis inhibition counterscreen | AID 2314 | max response, % | actives 12% (n = 300,000); in the data active means max response mostly above about 13%, no sharp cut-off; inactive means mostly below about 14%; further: read at 38.3 µM for the half of the compounds with a filed dose; 0% is about no effect
# Pf growth 96h: inhibits malaria parasite growth, 96 h; actives 6.9% (n = 320,000); Potency, µM (top dose mostly 28.7 µM), for inactives: at the top dose activity change, negative = inhibition, most hits filed as inhibitors; AID 504834; P. falciparum luciferase reporter growth, 96 h; further: potency means the concentration at half of the fitted maximal effect; on the % scale 0 is the no-effect control and ±100 the full control effect
#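 Delayed-death screen, second-generation endpoint: infected erythrocytes, 2% hematocrit, 0.05% parasitemia final; 96 hours at 37 C, 5% CO2; luciferase detection reagent; luminescence decrease equals reduced growth.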
# Shiga inhibitor: inhibitors of Shiga toxin in Vero cells; Vero cells, Shiga toxin protein synthesis inhibition reporter; inhibition, % at 38.7 µM; actives 9.2% (n = 290,000); in the data active means inhibition mostly above about 28%, no sharp cut-off; inactive means mostly below about 43%; further: 0% is about no effect
# Pf growth 48h: inhibits P. falciparum growth in the first generation, 48 h; P. falciparum luciferase growth in erythrocytes, 48 h; Potency, µM (series often up to 28.7 µM), inactives show at the highest dose activity change, negative = inhibition, hits mostly inhibitors; actives 5.9% (n = 310,000); further: potency means the concentration at half of the fitted maximal effect; on the % scale 0 is the no-effect control and ±100 the full control effect
#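 Cell-based growth assay: transgenic P. falciparum expressing firefly luciferase, cultured in red cells within RPMI 1640 containing 0.5% w/v Albumax, 24 mM bicarbonate and gentamycin. A drop in luciferase activity indicates inhibition.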
# HCV inhibitor: blocks hepatitis C virus; Potency, µM (highest dose often 41.8 µM), for inactives: at the highest dose activity change, negative = inhibition, most hits filed as inhibitors; actives 3.4% (n = 340,000); AID 651820; Huh7.5.1 HCVcc-Cre infection, luciferase reporter, 44 h; further: potency means the concentration at half of the fitted maximal effect; on the % scale 0 is the no-effect control and ±100 the full control effect
#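 Compounds are dispensed onto cells plated 4 h earlier at 1,000 per well, with HCVcc-Cre virus (about 0.5 moi) added next. Following 44 h of culture, luminescent signal is measured for 15 sec after 15 min with substrate at room temperature.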
# An asterisk follows results filed as active; i = inactive; ? = inconclusive; / = no result given; [ ] = another dose, or the depositor's remark. Unless noted, the call rests on the fitted dose curve; in most records, active means well fitted curve in the direction sought with a large enough effect; inconclusive means small, poorly fitted or top-dose-only effect, or another doubt; inactive means no such curve, though single readings can be large; an effect the other way counts as inactive or inconclusive. An unsorted share of the library; about 24% have a hit in one of these screens.
item	mol	Giardia FBPA inh	CHX counter	Pf growth 96h	Shiga inhibitor	Pf growth 48h	HCV inhibitor
1	CCOC(=O)C1=C(C)NC(=S)NC1c1ccc(-c2cccc(Cl)c2C)o1 (stereo unspecified)	?	-1	1%	-3	?	6.3µM*
2	O=C(c1cc2ccccc2o1)N1CCN=C1SCc1cccc(F)c1	-5%	12	?	-6	/	13%
3	Cc1cc2sc(C(=O)O)c(C)c2s1	12%	-1	-7%	-2	-23%	0%
4	COc1ccc(S(=O)(=O)Nc2cc(C)c(O)cc2C(C)C)cc1	2%	-3	/	-10	-6%	?
5	Cc1ccc(-c2csc(-c3c[nH]c4ccccc34)n2)cc1	-7%	53*	89%[activator]	111*	/	-29%
6	O=C(O)C1C2C=CC(C2)C1C(=O)NC1CCS(=O)(=O)C1 (stereo unspecified)	5%	7	11%	-11	16%	-3%
7	C#CCOCCOCCOCCNc1nc(N2CCN(C(=O)[C@H](Cc3cc4ccccc4[nH]3)n3cc([C@@H](N)C(C)CC)nn3)CC2)nc(N2CCN(C(=O)[C@H](CCCCN)n3cc([C@@H](N)CO)nn3)CC2)n1 (stereo partly specified)	1%	-1	-14%	5	-23%	/
8	CCCCN1CC(=O)N2[C@H]3c4ccccc4OC[C@@H]3[C@H](c3ccccc3)[C@]2(C)C1=O	/	/	5.9µM*	/	?	?
9	CCOc1ccccc1OCc1nn2c(-c3ccc(C)cc3)nnc2s1	3%	-1	/	13	-19%	11%
10	O=c1nc(N/N=C/c2c[nH]c3ccccc23)cn[nH]1	18µM*	40*	0.41µM*	45*	193%[activator]	3%
11	CC1=C(C(=O)O)N2C(=O)[C@@H](NC(=O)CCCC(=O)O)[C@H]2SC1	1%	2	48%[activator]	17	0%	3%
12	O=C(Nc1ccc(S(=O)(=O)N2CCc3ccccc32)cc1)C(F)(F)F	2%	-2	?	-6	10%	-5%
13	N#CC1=C(SCc2ccccc2)NC(=O)CC1c1cccc(O)c1 (stereo unspecified)	-23%	-6	19%	-25	?	2%
14	CCOC(=O)C1CCN(c2c(NCCCN3CCN(Cc4ccccc4)CC3)c(=O)c2=O)CC1	5%	-5	-11%	2	/	/
15	CC(C)(C)n1cnnc1Sc1ccc([N+](=O)[O-])cn1	0%	4	1.7µM*	18	?	3%
16	Cc1ccc2c(c1)C1CN(C)CCC1N2C(=O)Cn1nnc(-c2ccccc2F)n1 (stereo unspecified)	7%	-6	27%	-17	/	8%
17	Nc1ccccc1NC1=CC(=O)CC(c2ccco2)C1 (stereo unspecified)	-26%	47*	/	72*	?	4%
18	CC1CC2=C(C(=O)O1)C(c1ccccc1)Nc1ccccc1N2 (stereo unspecified)	2%	-3	?	-11	-18%	2%
19	C=Cc1c(C)c2cc3nc(cc4[nH]c(cc5nc(cc1[nH]2)C(C)=C5CCC(=O)O)c(CCC(=O)OC)c4C)[C@@]1(C)C3=CC=C(C(=O)OC)[C@H]1C(=O)OC (tested in a mixture with another compound)	-27%[21.7 µM]	/	3.4µM*	/	3.8µM*	/
20	FC(F)(F)c1nnc2ccc(NCc3ccccc3)nn12	1%	2	?	-9	?	-5%
21	Cc1nn2c(Nc3ccccc3)c3c(nc2c1-c1ccccc1)CCC3	6%	-5	5.9µM*	-17	-28%	7%
22	Cn1cc(Br)c(C(=O)Nc2sc3c(c2C#N)CCC3)n1	-6%	7	31%[activator]	22	95%[activator]	13%
23	C=CCN1C(=O)CSc2ccc(C(=O)N3CCC(C)CC3)cc21	7%	-6	0%	16	-14%	11%
24	CC1(C)CC(=O)C(C=NCC2CCN(C(=S)Nc3ccccc3)CC2)=C(O)C1	6%	1	?	-7	-3%	1%
25	COc1cc(OC)c(S(=O)(=O)NC(C)C)cc1C(=O)O	-2%	-1	32%[activator]	9	-1%	24%

# Next part; it opens with the 4 that closed the last part.
item	mol	Giardia FBPA inh	CHX counter	Pf growth 96h	Shiga inhibitor	Pf growth 48h	HCV inhibitor
22	Cn1cc(Br)c(C(=O)Nc2sc3c(c2C#N)CCC3)n1	-6%	7	31%[activator]	22	95%[activator]	13%
23	C=CCN1C(=O)CSc2ccc(C(=O)N3CCC(C)CC3)cc21	7%	-6	0%	16	-14%	11%
24	CC1(C)CC(=O)C(C=NCC2CCN(C(=S)Nc3ccccc3)CC2)=C(O)C1	6%	1	?	-7	-3%	1%
25	COc1cc(OC)c(S(=O)(=O)NC(C)C)cc1C(=O)O	-2%	-1	32%[activator]	9	-1%	24%
26	CC(=O)N1C(C)c2ccccc2C(C)(C)CC12CCCCC2 (stereo unspecified)	-1%	-1	113%[activator]	-9	?	-29%
27	CCOC(=O)c1ccc(OCc2nc(-c3cccs3)no2)cc1	0%	16*	/	33	14%	-5%
28	Cc1[nH]n(-c2ccccc2)c(=O)c1C=Nc1ccc(S(=O)(=O)N=C(N)N)cc1	-5%	1	20%	-10	16%	-1%
29	COc1cc(C(=O)Nc2cc3c4c(c2)CC(=O)N4CCC3)cc(OC)c1OC	/	/	-18%	/	-21%	?
30	CC(=O)Nc1ccc2c(c1)OCO2	6%	9	1%	17	1%	11%
31	CCN(CCO)Cc1csc2ccc(C(C)(C)C)cc12	-20%	-1	?	-2	?	-20%
32	COc1ccc(C(=O)NC2CC(C)(C)Cc3c2cnn3-c2ccccc2C)c(OC)c1OC (stereo unspecified)	/	26	?	24	?	?
33	Cc1ccc(/C(N)=N/OC(=O)c2ccc3c(c2)OCO3)cc1	0%	74*	5.9µM*	98*	?	?
34	COc1ccccc1NC(=O)C(=O)N/N=C(\C)CC(=O)Nc1ccccn1	1%	11	39%[activator]	23	10%	-2%
35	O=C(C1=C[C@@H](c2coc3ccccc3c2=O)C[C@@H](OCc2ccc(CO)cc2)O1)N1CCN(Cc2ccccc2)CC1	5%	-2	?	18	?	?
36	CCCN(CC1CC1)C(=O)CCc1nnc(CCc2c[nH]c3ccccc23)o1	-2%	8	?	39	?	-10%
37	CC1CCN(C2=NN3C(=N)/C(=C\c4ccc(OC(=O)c5ccco5)cc4)C(=O)N=C3S2)CC1	-28%	1	?	-4	9%	8%
38	COc1cc(/C=C2/SC(=S)N(Cc3ccccc3)C2=O)ccc1OCC(=O)O	-5%	0	-2%	/	0%	-4%
39	Cc1cc([C@@H]2CCCN2C)on1	-8%	-3	/	-2	/	/
40	CC(=O)c1ccc(NC(=O)c2cccc(N3C(=O)c4ccccc4C3=O)c2)cc1	0%	4	46%[activator]	-10	13%	/
41	O=C(COC(=O)/C=C/c1ccco1)Nc1ccc(F)cc1Cl	3%	12	13%	-5	34%[activator]	-10%
42	Nc1ccc2c(c1)OC1(CCCCC1)O2	?	4	153%[activator]	7	44%[activator]	4%
43	Cc1ccsc1/C=N/NC(=O)C(=O)NCC(C)C	-3%	41*	34%[activator]	76*	167%[activator]	12%
44	Cc1ccc(C(=O)Nc2nc3ccccc3[nH]2)cc1	-15%	1	-39%	-7	-98%	2%
45	NC(=O)CC(NC(=O)c1ccc(Br)cc1)c1ccc(N2CCN(c3ccccc3)CC2)c([N+](=O)[O-])c1 (stereo unspecified)	-6%	-3	-15%	6	15%	?
46	NS(=O)(=O)c1ccc(NC(=O)COC(=O)CCNC(=O)NC23CC4CC(CC(C4)C2)C3)cc1	1%	-3	?	-4	-2%	-8%
47	C=CCc1ccccc1OCC(O)CNC(=O)c1ccccc1C(=O)O (stereo unspecified)	5%	9	20%	15	0%	-1%
48	CC(C)(C)c1cc(CP(=O)(c2ccccc2)c2ccccc2)cc(C(C)(C)C)c1O	11%	13*	?	/	?	16µM*
49	CCCC(=O)C1CCN(Cc2ccccc2)CC1	1%	-4	34%[activator]	-17	/	-4%
50	CC(=O)Nc1cccc(NS(=O)(=O)c2cn(C)c(=O)n(C)c2=O)c1	-3%	4	14%	0	-4%	25%
51	S=C(NCCc1ccccc1)NC1CCCCCC1	-4%	51*	85%[activator]	73*	78%[activator]	6%
52	Cc1ccc(C(=O)N/C(=C\c2cccc([N+](=O)[O-])c2)C(=O)OCN2C(=O)c3ccccc3C2=O)cc1	1%	-4	-6%	-13	42%[activator]	-8%
53	O=C(CCCN1C(=O)c2ccccc2C1=O)Nc1ccc(Br)cn1	5%	-8	?	-7	-21%	-24%
54	O=C(N/N=C/c1ccccc1)C1CCCN1C(=O)c1cc([N+](=O)[O-])cc([N+](=O)[O-])c1 (stereo unspecified)	/	-4	?	-9	-10%	-1%
55	COc1cc(/C=N/Nc2ccc(Cl)c(C(=O)O)c2)ccc1OC(=O)c1ccco1	-8%	37*	4%[5.75 µM]	68*	i	12%
56	COc1ccc(-c2ccc(CO)o2)cc1N	-8%	31*	79%[activator]	55*	112%[activator]	-12%
57	CN(N)C(=S)NCc1ccccc1	8%	-2	90%[activator]	-19	-4%	-13%
58	Cc1ccc(C2=NS(=O)(=O)N(C)C(C(=O)Nc3ccc(F)cc3F)=C2)cc1	-13%	10	19%	16*	33%[activator]	?
59	COc1ccc([C@H]2CC(=O)C=C(c3ccc(NC(C)=O)cc3)C2)cc1OC	/	/	?	/	0%	-29%
60	COc1ccc(CCNC(=O)CN2CCC(n3nnc4cc(F)ccc43)CC2)cc1OC	-1%	-2	?	40	7.4µM*	?
61	COc1ccccc1N1CCN(C(c2cccs2)C(C)NC(=O)C(=O)N2CCCCC2)CC1 (stereo unspecified)	/	7	?	-3	?	-23%
62	CC(C)c1nc(SCC(=O)N2CCCC2)c2ccccc2n1	11%	-6	13%	-27	-21%	?
63	Cc1ccc(C2C(C#N)C(C#N)N3CCCN23)cc1 (stereo unspecified)	-11%	14	4%	18	-9%	3%
64	COc1cc2[nH]c(=S)nc(NC3CCCCCC3)c2cc1OC	4%	4	8%	-1	?	?
65	CCN(CC)S(=O)(=O)c1ccc2c(c1)nc(SCn1nnc3ccccc3c1=O)n2CC	0%	-5	-3%	-8	/	?
66	COc1cc(S(=O)(=O)n2ccnc2)ccc1Br	?	-13	40%[activator]	-19	19%	17%
67	CCn1c(-c2csc(-c3ccccc3)n2)n[nH]c1=S	5%	2	24%	9	26%	7%
68	CCN(CC)CCN(C(=O)c1ccc2c(c1)CCCC2)c1nc2cc(OC)c(OC)cc2s1	-23%	-1	?	-3	?	?
69	CCCC1CC(C)(/C(C)=N\NC(N)=S)OC1=O (stereo unspecified)	-19%	-4	?	-2	57%[activator]	7%
70	CCOC(=O)c1c(NC(=O)C2CCCN(S(=O)(=O)c3ccc(C)cc3)C2)sc2c1CCCC2 (stereo unspecified)	4%	-1	21%	-2	14%	4%
71	CCc1cccc(C)c1NC(=S)N(CCCN1CCOCC1)Cc1cccnc1	16µM*	0	?	-5	?	9%
72	COC(=O)CCNC(=O)c1ccc2[nH]c(C)c(C)c2c1	-7%	9	92%[activator]	15	9%	-4%
73	COc1ccc(CN2CCC(CNC(=O)NC3CCCCC3)CC2)cc1	-6%	-1	-22%	-17	/	8%
74	C=CCn1c(-c2ccco2)n[nH]c1=S	?	-2	57%[activator]	-11	23%	13%
75	COc1ccc(/C=N/NC(=O)c2ccn[nH]2)cc1Cn1nc(C)c([N+](=O)[O-])c1C	4%	23*	-10%	69*	6%	?
76	CCc1ccc(NC(=O)Nc2cc(C(=O)NCC3CCCO3)ccc2N2CC3CC(C2)c2cccc(=O)n2C3)cc1 (stereo unspecified)	7%	4	16%	19	-18%	-5%

# Some values from above:
# cpd 51 in HCV inhibitor shows 6%
# cpd 53 in Shiga inhibitor shows -7
# cpd 67 in Pf growth 96h shows 24%
# cpd 73 in Giardia FBPA inh shows -6%
# cpd 74 in Pf growth 96h shows 57%[activator]
